Source: PubChem
TEAD-YAP inh = TEAD-YAP interaction inhibition | 640,000 compounds, 1.4% hits | HEK-TIYL cells, TEAD-Gal4/YAP UAS-luciferase luminescence | inhibition, % at 9.12 µM; in the data active = inhibition above about 32%;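 note: 0% = median of test compound wells and 100% = reference inhibitor wells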
MITF primary = inhibitors of human MITF | AlphaScreen MITF homodimerization, bead proximity signal | inhibition, % at 2.6 µM | 650,000 compounds, 0.91% hits | AID 1259374; in the data active = inhibition above about 50%;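 note: 0% = vehicle wells with protein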
FBW7 activator = activators of human E3 ligase FBW7 | normalized activity (activation), % at 26.1 µM | Q969H0 | AID 1259310 | AlphaScreen FBW7–phospho-cyclin E peptide binding, activator screen | 650,000 compounds, 0.13% hits; in the data active = normalized activity above about 1.9%;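 note: purified mutant Fbw7 with reduced substrate affinity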
Target sequence (Q969H0 whole entry, looked up): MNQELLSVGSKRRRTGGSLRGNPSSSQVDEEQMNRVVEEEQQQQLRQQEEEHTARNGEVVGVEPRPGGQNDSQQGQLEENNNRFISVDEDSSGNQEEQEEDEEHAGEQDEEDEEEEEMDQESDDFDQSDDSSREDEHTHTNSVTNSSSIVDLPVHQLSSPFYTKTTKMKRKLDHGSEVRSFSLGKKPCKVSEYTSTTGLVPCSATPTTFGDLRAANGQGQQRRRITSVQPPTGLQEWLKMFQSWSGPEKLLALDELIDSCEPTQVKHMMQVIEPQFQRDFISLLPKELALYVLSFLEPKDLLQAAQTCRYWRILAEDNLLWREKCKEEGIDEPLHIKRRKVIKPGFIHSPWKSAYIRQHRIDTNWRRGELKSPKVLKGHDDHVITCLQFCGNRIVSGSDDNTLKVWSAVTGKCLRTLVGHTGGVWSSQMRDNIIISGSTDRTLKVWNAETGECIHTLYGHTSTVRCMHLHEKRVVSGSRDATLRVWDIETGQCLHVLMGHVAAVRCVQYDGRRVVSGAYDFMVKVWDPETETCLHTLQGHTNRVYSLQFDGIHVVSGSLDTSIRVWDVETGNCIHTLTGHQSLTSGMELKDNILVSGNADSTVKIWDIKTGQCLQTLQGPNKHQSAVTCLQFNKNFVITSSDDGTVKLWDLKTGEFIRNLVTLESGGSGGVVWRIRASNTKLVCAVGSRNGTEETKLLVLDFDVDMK
GPR151 activ = activators of human GPR151; Q8TDV0; PathHunter beta-arrestin GPR151 cells, luminescence; activation, % at 11.2 µM; 650,000 compounds, 1% hits; AID 1508602; in the data active = activation above about 4.9%;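 note: 0% = median of compound wells and 100% = cells with positive control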
Target sequence (Q8TDV0 whole entry, looked up): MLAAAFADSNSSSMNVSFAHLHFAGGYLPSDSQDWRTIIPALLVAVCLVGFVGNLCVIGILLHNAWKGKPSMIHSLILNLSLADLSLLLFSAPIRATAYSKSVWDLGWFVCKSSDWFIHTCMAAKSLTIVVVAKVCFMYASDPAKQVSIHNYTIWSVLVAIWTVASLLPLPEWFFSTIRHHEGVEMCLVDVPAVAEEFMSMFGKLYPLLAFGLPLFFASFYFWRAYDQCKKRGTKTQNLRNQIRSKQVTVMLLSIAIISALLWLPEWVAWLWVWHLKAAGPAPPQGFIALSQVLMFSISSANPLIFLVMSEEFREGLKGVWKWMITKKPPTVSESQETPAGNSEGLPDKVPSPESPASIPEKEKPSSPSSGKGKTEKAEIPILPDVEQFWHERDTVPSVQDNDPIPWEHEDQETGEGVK
* hit, by the source's call. Random draw from the library; 3.4% or so of the library scored in one or more.

How did Cc1ccc(C)c(N2CCN(C(=O)c3ccc4c(c3)NC(=O)c3ccccc3N4)CC2)c1 do in these assays?
TEAD-YAP inh: 3; MITF primary: 4; FBW7 activator: 0.0; GPR151 activ: -0.2

Results for COc1ccc2c(-c3ccccc3)cc(=O)oc2c1C ?
TEAD-YAP inh: 14; MITF primary: 19; FBW7 activator: 0.2; GPR151 activ: -1.3

How did CCCC1CCC(C2=N/C(=C/c3ccccc3F)C(=O)O2)CC1 (stereo not drawn) do in these assays?
TEAD-YAP inh: 3; MITF primary: 4; FBW7 activator: 0.0; GPR151 activ: -1.0

Results for CCCN(Cc1nc(Cc2ccccc2Cl)no1)CC1CCCO1 (stereo not drawn) ?
TEAD-YAP inh: -4; MITF primary: 11; FBW7 activator: 0.3; GPR151 activ: -1.1

What do the screens show for `CC(C)(C)N1C(=O)c2ccc(C(=O)Nc3ccc(I)cc3C(=O)O)cc2C1=O`?
TEAD-YAP inh: 3; MITF primary: -3; FBW7 activator: 0.1; GPR151 activ: 1.1

Results for O=C(C1CCCO1)N1C2CCC1CC(c1ccc(F)cc1)C2 (stereo not drawn) ?
TEAD-YAP inh: 11; MITF primary: 5; FBW7 activator: 0.0; GPR151 activ: 0.9

How did Cc1ccc2oc(=O)c3cnn(CC(=O)N4CCN(c5ccccc5F)CC4)c3c2c1 do in these assays?
TEAD-YAP inh: 8; MITF primary: -6; FBW7 activator: -0.2; GPR151 activ: 0.3

How did CCC(c1nnnn1Cc1ccc2c(c1)OCO2)N1CCN(c2ccc(F)cc2)CC1 (stereo not drawn) do in these assays?
TEAD-YAP inh: 5; MITF primary: -1; FBW7 activator: 0.0; GPR151 activ: 3.9

How did Cc1occc1C(=O)Nc1ncccn1 do in these assays?
TEAD-YAP inh: -8; MITF primary: 12; FBW7 activator: 0.4; GPR151 activ: -3.1

What do the screens show for `CNC(=S)N1CCN(CCN2C(=O)c3cccc4cccc(c34)C2=O)CC1`?
TEAD-YAP inh: 11; MITF primary: -4; FBW7 activator: 0.1; GPR151 activ: -0.7

Results for O=C(NNS(=O)(=O)c1ccc(Cl)cc1)c1ccccc1O ?
TEAD-YAP inh: 1; MITF primary: -6; FBW7 activator: 0.0; GPR151 activ: -1.7

Results for Cn1cccc1CNCc1ccccc1Cl ?
TEAD-YAP inh: -3; MITF primary: 23; FBW7 activator: -0.1; GPR151 activ: 0.9

No new results follow: 7 of the compounds above.
How did Cc1ccc(C)c(N2CCN(C(=O)c3ccc4c(c3)NC(=O)c3ccccc3N4)CC2)c1 do in these assays?
TEAD-YAP inh: 3; MITF primary: 4; FBW7 activator: 0.0; GPR151 activ: -0.2

Results for COc1ccc2c(-c3ccccc3)cc(=O)oc2c1C ?
TEAD-YAP inh: 14; MITF primary: 19; FBW7 activator: 0.2; GPR151 activ: -1.3

How did CCCC1CCC(C2=N/C(=C/c3ccccc3F)C(=O)O2)CC1 (stereo not drawn) do in these assays?
TEAD-YAP inh: 3; MITF primary: 4; FBW7 activator: 0.0; GPR151 activ: -1.0

Results for CCCN(Cc1nc(Cc2ccccc2Cl)no1)CC1CCCO1 (stereo not drawn) ?
TEAD-YAP inh: -4; MITF primary: 11; FBW7 activator: 0.3; GPR151 activ: -1.1

What do the screens show for `CC(C)(C)N1C(=O)c2ccc(C(=O)Nc3ccc(I)cc3C(=O)O)cc2C1=O`?
TEAD-YAP inh: 3; MITF primary: -3; FBW7 activator: 0.1; GPR151 activ: 1.1

Results for O=C(C1CCCO1)N1C2CCC1CC(c1ccc(F)cc1)C2 (stereo not drawn) ?
TEAD-YAP inh: 11; MITF primary: 5; FBW7 activator: 0.0; GPR151 activ: 0.9

How did Cc1ccc2oc(=O)c3cnn(CC(=O)N4CCN(c5ccccc5F)CC4)c3c2c1 do in these assays?
TEAD-YAP inh: 8; MITF primary: -6; FBW7 activator: -0.2; GPR151 activ: 0.3

Remaining list, next part.
Results for CC1=C(C(=O)OCCc2ccccc2)C(c2coc3ccc(Cl)cc3c2=O)C2=C(CCCC2=O)N1 (stereo not drawn) ?
TEAD-YAP inh: 15; MITF primary: 7; FBW7 activator: 0.0; GPR151 activ: 1.9

How did Cc1ccc(/C(O)=C2/C(=O)C(=O)N(CC(C)O)C2c2ccc(C(C)C)cc2)cc1 (stereo not drawn) do in these assays?
TEAD-YAP inh: -1; MITF primary: -5; FBW7 activator: -0.1; GPR151 activ: -1.2

How did CCOc1ccccc1/C=C(\C#N)C1=CCCC1 do in these assays?
TEAD-YAP inh: 2; MITF primary: 6; FBW7 activator: 0.0; GPR151 activ: 1.6

How did COc1cc2nc(/C(Cl)=C/c3ccsc3)[nH]c(=O)c2cc1OC do in these assays?
TEAD-YAP inh: 5; MITF primary: 0; FBW7 activator: -0.1; GPR151 activ: 0.7

How did O=C1CCC(CCC(=O)N2Cc3ccccc3OC(c3ccccc3)C2)=NN1 (stereo not drawn) do in these assays?
TEAD-YAP inh: -10; MITF primary: -3; FBW7 activator: 0.0; GPR151 activ: 9.9*

How did CC(=O)NC12CC3CC(C1)CC(C(=O)Nc1ccc(C(C)(C)C)cc1)(C3)C2 do in these assays?
TEAD-YAP inh: -11; MITF primary: 0; FBW7 activator: -0.1; GPR151 activ: -0.3

Results for Cc1oc(-c2ccc(Cl)cc2)nc1CN1CCCC(C(=O)NC2CC2)C1 (stereo not drawn) ?
TEAD-YAP inh: 11; MITF primary: 3; FBW7 activator: -0.1; GPR151 activ: 0.0

What do the screens show for `COc1ccccc1C1CCCN1C(=O)Cn1cc(NC(=O)c2ccc3c(c2)OCO3)cn1` (stereo not drawn)?
TEAD-YAP inh: 11; MITF primary: 4; FBW7 activator: -0.1; GPR151 activ: 2.7

Results for C/C(=N\NC(=O)c1ccccc1)c1cc2cc([N+](=O)[O-])ccc2oc1=O ?
TEAD-YAP inh: -8; MITF primary: 13; FBW7 activator: 0.1; GPR151 activ: 3.7

What do the screens show for `O=C1[C@H]2CN(Cc3cnn(-c4ccc(F)cc4)c3)CCN2C(=O)[C@H]2CCCN12`?
TEAD-YAP inh: -6; MITF primary: 14; FBW7 activator: -0.1; GPR151 activ: -0.6

What do the screens show for `O=C(CN1C(=O)[C@@H]2CCCN2C(=O)c2ccccc21)NCc1ccccc1`?
TEAD-YAP inh: 1; MITF primary: -16; FBW7 activator: 0.0; GPR151 activ: -0.5

What do the screens show for `C/C(=C\C(=O)c1ccccc1)Nc1ccc(I)cc1`?
TEAD-YAP inh: -11; MITF primary: 13; FBW7 activator: 0.0; GPR151 activ: 0.6

Results for O=C(COc1cccc(OCC(=O)Nc2ccccn2)c1)Nc1ccccn1 ?
TEAD-YAP inh: -25; MITF primary: 2; FBW7 activator: 0.0; GPR151 activ: -9.7

What do the screens show for `COc1ccc(COC(=O)N/N=C(\C)CC(=O)Nc2cc([N+](=O)[O-])ccc2C)cc1`?
TEAD-YAP inh: 1; MITF primary: 11; FBW7 activator: -0.1; GPR151 activ: 1.8

How did O=C(Nc1ccccc1)c1cc(N2CCN(c3ccccn3)CC2)nc2ccccc12 do in these assays?
TEAD-YAP inh: 5; MITF primary: 6; FBW7 activator: 0.3; GPR151 activ: 5.1*

What do the screens show for `Oc1ccccc1-c1nnc(COc2ccccc2)o1`?
TEAD-YAP inh: -38; MITF primary: -13; FBW7 activator: 1.1; GPR151 activ: -0.8

Results for Cc1ccc(NC(=O)CN2C(=O)NC3(CCCCC3C)C2=O)c(Br)c1 (stereo not drawn) ?
TEAD-YAP inh: 11; MITF primary: 6; FBW7 activator: 0.3; GPR151 activ: -0.4

What do the screens show for `Cc1ccc(CN2C(=O)C3C(C(=O)Nc4ccc(Br)cc4)C4C=CC3(O4)C2C(=O)NC2CCCCC2)cc1` (stereo not drawn)?
TEAD-YAP inh: -5; MITF primary: -15; FBW7 activator: -0.2; GPR151 activ: -0.4

How did Cn1c(=O)c2cc(C(=O)Nc3ccc(F)cc3F)sc2c2ccccc21 do in these assays?
TEAD-YAP inh: 1; MITF primary: -21; FBW7 activator: -0.1; GPR151 activ: -0.9

How did COc1cccc(-c2nn(-c3ccccc3)cc2C#N)c1 do in these assays?
TEAD-YAP inh: -43; MITF primary: 15; FBW7 activator: 0.1; GPR151 activ: 3.5

How did CON(C)S(=O)(=O)c1ccc(N=Cc2c(O)[nH]c(=O)[nH]c2=O)cc1 do in these assays?
TEAD-YAP inh: 1; MITF primary: -13; FBW7 activator: 0.1; GPR151 activ: -0.2

Results for OC(c1ccccc1)C(CN1CCCC1)c1ccccc1 (stereo not drawn) ?
TEAD-YAP inh: 11; MITF primary: 3; FBW7 activator: 0.2; GPR151 activ: -0.2

What do the screens show for `CCOc1ccc2ccc(OCC)c(/C=C3/NC(=S)NC3=O)c2c1`?
TEAD-YAP inh: 57*; MITF primary: -3; FBW7 activator: -0.2; GPR151 activ: -0.8

Results for CS(=O)(=O)N1CCN(S(=O)(=O)c2ccc3ccccc3c2)CC1 ?
TEAD-YAP inh: 1; MITF primary: -7; FBW7 activator: -0.1; GPR151 activ: 0.8

What do the screens show for `Cc1ccc(NC(=O)c2ccc(Nc3nc(-c4ccccc4)c4cc(Br)ccc4n3)cc2)c(C(=O)c2ccccc2)c1`?
TEAD-YAP inh: 1; MITF primary: 13; FBW7 activator: 0.6; GPR151 activ: -0.1

What do the screens show for `O=C(O)c1ccc(NC2CCN(Cc3ccccc3)CC2)c([N+](=O)[O-])c1`?
TEAD-YAP inh: 4; MITF primary: 11; FBW7 activator: 0.0; GPR151 activ: 2.2

How did COc1ccc(C(O)(C(=O)NNc2ccc(Cl)cc2)c2ccc(OC)cc2)cc1 do in these assays?
TEAD-YAP inh: 9; MITF primary: -121; FBW7 activator: 0.2; GPR151 activ: -1.2

Results for CCn1cc([C@@H]2C[C@H]3CN(Cc4ccc(OC)cc4)C(=O)[C@]34CCCN24)cn1 ?
TEAD-YAP inh: 1; MITF primary: -2; FBW7 activator: 0.0; GPR151 activ: 1.8

What do the screens show for `N#CCC(=O)Nc1ccc(C(=O)OCC(=O)Nc2ccc(F)c([N+](=O)[O-])c2)cc1`?
TEAD-YAP inh: 6; MITF primary: -6; FBW7 activator: 0.0; GPR151 activ: -0.5

Results for c1ccc(Oc2cccc(-c3nc4ccc(-c5ccncc5)cc4[nH]3)c2)cc1 ?
TEAD-YAP inh: 24; MITF primary: 7; FBW7 activator: 0.2; GPR151 activ: 2.9

How did CC(=O)c1c(O)c2ccccc2n(C2CCCCC2)c1=O do in these assays?
TEAD-YAP inh: -6; MITF primary: 1; FBW7 activator: 0.0; GPR151 activ: 2.1

What do the screens show for `COc1cccc(CC(=O)N2CCC[C@@H]3CN(C(=O)c4cc5ccccc5[nH]4)CC[C@@H]32)c1`?
TEAD-YAP inh: -2; MITF primary: 19; FBW7 activator: 1.1; GPR151 activ: -0.3

Results for Cc1ccc(-c2nn(-c3ccccc3)cc2C2SCC(=O)N2Cc2ccccc2)cc1 (stereo not drawn) ?
TEAD-YAP inh: -1; MITF primary: 4; FBW7 activator: -0.1; GPR151 activ: 2.5

Results for CCOc1ccc(-n2cc(-c3ccccc3)c3c(NCc4cccnc4)ncnc32)cc1 ?
TEAD-YAP inh: 1; MITF primary: 1; FBW7 activator: -0.3; GPR151 activ: -1.3

What do the screens show for `Nc1[nH]c(N=NC(=O)c2ccncc2)c2ccccc12`?
TEAD-YAP inh: -14; MITF primary: -12; FBW7 activator: -0.1; GPR151 activ: 0.1

How did CCCc1cc2c(=O)c(-c3ccccn3)coc2cc1OC(C)=O do in these assays?
TEAD-YAP inh: -37; MITF primary: 16; FBW7 activator: 0.1; GPR151 activ: -0.7

What do the screens show for `CC(C)N1C(=O)S/C(=C/c2cccnc2)C1=O`?
TEAD-YAP inh: -14; MITF primary: 5; FBW7 activator: -0.1; GPR151 activ: -0.5

Results for Cn1c(=O)c2c(nc3n(CCCN4CCOCC4)c(-c4ccc(Br)cc4)cn23)n(C)c1=O ?
TEAD-YAP inh: 0; MITF primary: -11; FBW7 activator: -0.1; GPR151 activ: -2.5

What do the screens show for `Cc1ccc(Nc2nnc(SCC(=O)Nc3ccc(S(N)(=O)=O)cc3)s2)cc1`?
TEAD-YAP inh: -26; MITF primary: -9; FBW7 activator: 0.0; GPR151 activ: -2.0

Results for C/C(CC(=O)Nc1ccc2c(c1)OCCO2)=N\NC(=O)Cc1ccc([N+](=O)[O-])cc1 ?
TEAD-YAP inh: 6; MITF primary: -6; FBW7 activator: 0.5; GPR151 activ: 0.3

Results for Cc1cc(C(=O)Nc2ccc3c(C)cc(=O)[nH]c3c2)c(C)o1 ?
TEAD-YAP inh: -4; MITF primary: -1; FBW7 activator: -0.2; GPR151 activ: 1.0

What do the screens show for `COc1ccc(Cn2cc(C(=O)NCCN3CCCCCC3)nn2)cc1`?
TEAD-YAP inh: 5; MITF primary: -9; FBW7 activator: 0.0; GPR151 activ: 1.3

How did COc1cc(C=O)ccc1OCCOc1ccc([N+](=O)[O-])cc1Cl do in these assays?
TEAD-YAP inh: 3; MITF primary: -3; FBW7 activator: 0.0; GPR151 activ: -0.4

Results for O=C(NCC(c1ccco1)S(=O)(=O)c1ccc(F)cc1)C1CC1 (stereo not drawn) ?
TEAD-YAP inh: -9; MITF primary: 3; FBW7 activator: -0.2; GPR151 activ: 1.6

Results for O=C(OCC(=O)c1ccc(Br)s1)c1ccc2c(c1)OCCO2 ?
TEAD-YAP inh: -13; MITF primary: 6; FBW7 activator: 0.0; GPR151 activ: 0.6

How did COC(=O)[C@H]1CN(C(=O)c2ccco2)C[C@@H]1c1ccc(F)cc1 do in these assays?
TEAD-YAP inh: -1; MITF primary: 1; FBW7 activator: 0.3; GPR151 activ: -1.0

What do the screens show for `CC(=O)Nc1cccc(NC(=O)C2CCCN2C(=O)Nc2ccc(C)cc2)c1` (stereo not drawn)?
TEAD-YAP inh: 10; MITF primary: 7; FBW7 activator: 0.0; GPR151 activ: 0.6
